High-throughput results as filed in PubChem BioAssay.
hIAP block: human IAP inhibitors, primary screen, biochemical, luminescence, uHTS | Intestinal-type alkaline phosphatase (Homo sapiens), P09923 | purified IAP, CDP-Star luminescence, 30 min | inhibition, % at 10 µM | hit rate 0.12% among 330,000 | AID 2544, 2010;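 active = inhibition reaching a set limit with compound at 10 µM in the primary screen, cut at about 35% in these data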;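 note: plate controls were DMSO wells with enzyme for no effect and no-enzyme buffer wells for full effect; values of inactives mirror those of a sister screen read the other way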
Target sequence (P09923 whole entry, looked up): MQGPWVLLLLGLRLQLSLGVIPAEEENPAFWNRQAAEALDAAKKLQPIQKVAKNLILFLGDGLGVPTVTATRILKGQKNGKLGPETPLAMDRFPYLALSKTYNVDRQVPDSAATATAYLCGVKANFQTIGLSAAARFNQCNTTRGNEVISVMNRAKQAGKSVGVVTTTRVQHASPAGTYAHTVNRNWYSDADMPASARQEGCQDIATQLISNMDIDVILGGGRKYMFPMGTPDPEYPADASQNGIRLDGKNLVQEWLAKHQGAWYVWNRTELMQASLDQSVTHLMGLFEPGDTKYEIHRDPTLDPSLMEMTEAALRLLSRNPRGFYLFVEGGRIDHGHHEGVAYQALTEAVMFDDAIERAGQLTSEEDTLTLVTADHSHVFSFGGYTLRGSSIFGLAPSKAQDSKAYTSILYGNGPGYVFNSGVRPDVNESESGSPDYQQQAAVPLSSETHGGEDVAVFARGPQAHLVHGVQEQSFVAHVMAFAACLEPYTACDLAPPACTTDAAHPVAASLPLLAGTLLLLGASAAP
hIAP activ: human IAP activators, primary screen, biochemical, luminescence, uHTS. Intestinal-type alkaline phosphatase (Homo sapiens), P09923. purified human IAP, CDP-Star luminescence, 30 min; hits give high values; 1 = vehicle-only enzyme, 0 = enzyme-free background. activation factor at 10 µM. hit rate 0.16% among 330,000. AID 2524, 2010;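 active = activation factor of the enzyme at least 2-fold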; note: the source names both 10 and 20 µM as test concentration; values of inactives mirror those of a sister screen read the other way
Apaf1 inhib: inhibitors of human Apaf-1 apoptosome, primary screen, biochemical, DEVD-Rh110 fluorescence, uHTS; inhibition, % at 20 µM; reconstituted apoptosome caspase-3 activity; Apoptotic protease-activating factor 1 (Homo sapiens), O14727; hit rate 0.71% among 330,000; active = inhibition of at least 40% at 20 µM;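 note: plate controls were DMSO wells for no effect and DEVD-CHO caspase inhibitor wells for full effect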
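Assay system – apoptosome proteins · Medium – Hepes buffer, pH 7.5 · Also added – cytochrome c with DEVD-Rh110 · Timing – 30 min compound preincubation, 50 min activation, room temperature · Detection – Rh110 fluorescence, excitation 480 nm, emission 540 nm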
TIM10 inh: growth inhibitors of isogenic TIM10 control yeast, primary screen, counter-screen for tim10-1 yeast inhibitor project, luminescence, uHTS. inhibition, % at 10 µM. AID 463195, 2010. S. cerevisiae TIM10 strain growth, BacTiter-Glo luminescence, 24 h. hit rate 1.4% among 330,000;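 active = inhibition of 40% or more at the single tested concentration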;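 note: wild-type TIM10 isogenic control strain grown at permissive 25 °C; 0% = DMSO yeast wells and 100% = minimal medium wells without yeast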
mIAP inh: inhibitors of mouse IAP, primary screen, biochemical, luminescence, uHTS. purified mouse IAP, CDP-Star luminescence, 30 min. inhibition, % at 10 µM. hit rate 0.2% among 330,000;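 active = inhibition of at least 40% at 10 µM in the primary screen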;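 note: plate controls were DMSO with enzyme for no effect and no enzyme wells for full effect; values of inactives mirror those of a sister screen read the other way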
mIAP activ: activators of mouse IAP, primary screen, biochemical, luminescence, uHTS; intestinal alkaline phosphatase [Mus musculus]; muIAP, CDP-Star luminescence, 30 min; hits give high values; 1 = vehicle-only enzyme signal, 0 = enzyme-free wells; activation factor at 10 µM; hit rate 0.24% among 330,000;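 active = activation factor of at least 2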; note: the source names both 10 and 20 µM as test concentration; values of inactives mirror those of a sister screen read the other way
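System: Mouse IAP enzyme | Also added: CDP-Star substrate | Dosing: Compounds dispensed in DMSO | Schedule: 30 min enzyme-substrate-compound incubation at room temperature | Technique: Chemiluminescence readout | Control set: DMSO-only wells and no-enzyme negative control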
NLRP3 yeast inh: NALP3 inflammasome inhibitors in reconstituted yeast, primary screen, luminescence, uHTS | Yeast reconstituted NLRP3/ASC/caspase-1, beta-gal luminescence, 24 h | inhibition, % at 10 µM | hit rate 0.39% among 330,000;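 active = inhibition of 50% or more; inactive = inhibition below 50%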;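 note: plate controls were induced DMSO wells for no effect and uninduced yeast grown without galactose for full effect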
ATG4B inh: ATG4B protease inhibitors, primary screen, biochemical, fluorescence, uHTS | Cysteine protease ATG4B (Homo sapiens), Q9Y4P1 | ATG4B cleavage of LC3-PLA2, NBD-HPC fluorescence, 1 h | inhibition, % at 8.33 µM | hit rate 0.51% among 340,000 | AID 504462, 2011; in the data active = inhibition above about 40%
Target sequence (Q9Y4P1 whole entry, looked up): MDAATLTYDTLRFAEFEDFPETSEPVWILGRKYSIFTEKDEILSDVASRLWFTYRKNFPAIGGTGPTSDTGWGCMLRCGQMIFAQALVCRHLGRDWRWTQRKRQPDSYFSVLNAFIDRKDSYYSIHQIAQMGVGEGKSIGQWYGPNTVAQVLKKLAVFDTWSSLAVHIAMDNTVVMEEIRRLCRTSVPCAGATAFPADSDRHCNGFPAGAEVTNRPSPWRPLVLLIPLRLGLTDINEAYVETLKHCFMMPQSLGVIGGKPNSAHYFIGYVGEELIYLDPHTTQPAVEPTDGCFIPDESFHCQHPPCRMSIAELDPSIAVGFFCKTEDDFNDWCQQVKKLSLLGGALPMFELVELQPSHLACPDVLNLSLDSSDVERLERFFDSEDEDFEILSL
tim10-1 inh: growth inhibitors of tim10-1 mutant yeast, primary screen, luminescence, uHTS | S. cerevisiae tim10-1 ts strain growth, BacTiter-Glo, 24 h | inhibition, % at 20 µM | hit rate 2.2% among 330,000;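 active = inhibition of at least 40%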;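 note: mutant grown at 25 °C; 0% = DMSO wells with yeast and 100% = wells holding no yeast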
Active calls of the source: *; · = no result given.

SMILES	hIAP block	hIAP activ	Apaf1 inhib	TIM10 inh	mIAP inh	mIAP activ	NLRP3 yeast inh	ATG4B inh	tim10-1 inh
O=[N+]([O-])c1cc2c(c(CSc3nnc(Nc4ccccc4)s3)c1)OCOC2	-6	1.1	16	-20	-11	1.1	7	1	-12
Cc1cccc(NC(=O)C2CCN(S(=O)(=O)c3ccc4c(c3)OCCO4)CC2)n1	-19	1.2	-4	10	-8	1.1	18	2	3
CCO[C@H]1OC(C(=O)Nc2ccccc2)=C[C@@H](c2coc3ccccc3c2=O)[C@@H]1CCCO	-11	1.1	20	-8	-8	1.1	-5	-13	16
O=C(CN1CCN(c2ccc([N+](=O)[O-])cc2)CC1)Nc1ccccn1	6	0.94	7	4	0	1	13	-12	14
O=C(CN1C(=O)C2(OCCCO2)c2ccccc21)NCCc1ccccc1	-2	1	4	0	-2	1	31	2	3
CC(C)c1ccc(/C=N/NC(=O)CCNC(=O)c2ccccc2)cc1	-2	1	4	11	9	0.91	20	-7	-14
COc1ccc(NC(=O)CSc2n[nH]c(C(C)C)n2)c([N+](=O)[O-])c1	0	1	5	-24	3	0.97	6	-11	6
CN(CC(=O)Nc1ccccc1Cl)C(=O)COC(=O)c1cc([N+](=O)[O-])ccc1N1CCOCC1	-2	1	-1	5	6	0.94	23	-3	26
CCC(=O)N(C)C(c1ccccc1Cl)c1nnnn1-c1c(C)cccc1C (centres undefined)	0	1	5	35	7	0.93	1	-14	18
CNC(=O)c1sc(N2N=C3/C(=C/c4ccccc4)CCCC3C2c2ccccc2)nc1C (centres undefined)	22	0.79	16	35	-27	1.3	0	12	36
CCOCCCNC(=O)c1c(N)n(-c2ccc3c(c2)OCO3)c2nc3ccccc3nc12	1	0.99	0	10	2	0.98	33	-6	10
C=C[C@@H]1c2c(F)cccc2N(S(=O)(=O)c2ccc(C)cc2)[C@H](c2ccc(C(=O)OC)cc2)C1(C#N)C#N	-6	1.1	-2	8	14	0.86	-46	-10	13
COc1ccc(NC(=O)N2CCCCCC2)c(OC)c1	0	1	-1	-4	1	0.99	9	-6	1
CCOC(=O)c1sc(NC(=S)NC(=O)c2ccccc2)c(C(=O)OCC)c1C	9	0.91	4	-17	10	0.9	8	-10	2
O=C(COC(=O)/C=C/c1cccc(F)c1)NC1CCCC1	-6	1.1	5	18	-18	1.2	-18	3	24
O=C(CCCN1C(=O)NC2(CCCC2)C1=O)Nc1ccc(F)cc1	-7	1.1	-6	-2	-7	1.1	5	0	-17
Cc1ccc(OCCn2cc(/C=C3\C(=O)NN(c4ccccc4)C3=O)c3ccccc32)cc1	8	0.92	14	6	16	0.83	16	0	-6
O=C(N/C(=C\c1ccc([N+](=O)[O-])cc1)C(=O)N1CCCCC1)c1ccco1	11	0.89	2	-11	5	0.95	15	-3	6
Cc1ccc([C@@H]2CC=C(C(=O)O)CN2S(=O)(=O)c2ccccc2C)cc1	-1	1	6	13	-3	1	-2	1	6
Cc1cccc(NC(=O)CNC(=O)c2ccccc2Cl)n1	9	0.91	-7	-2	4	0.96	26	-8	9
COC(=O)C(C)NC(=O)C12CC3CC(CC(C3)C1)C2 (centres undefined)	7	0.93	4	-3	-9	1.1	5	5	-6
O=C(CNC(=O)c1ccc(Cl)cc1Cl)OCC(=O)N1CCN(c2ccccc2)CC1	-49	1.5	1	-12	1	0.99	12	-1	-3
CC1=NN(c2ccccc2)C(=O)C1N=Nc1ccc(S(N)(=O)=O)cc1 (centres undefined)	-17	1.2	12	-20	13	0.87	-2	-2	-8
CCOc1ccc(-c2nc(CSc3nnc(N)s3)cs2)cc1OC	29	0.71	-12	-2	8	0.92	26	10	7
CCN(C(=O)c1ccco1)c1nc(-c2ccc(OC)cc2)cs1	-16	1.2	20	4	2	0.98	31	0	-1

Only Apaf1 inhib, TIM10 inh and mIAP inh, for 5 of the compounds above:
smiles,Apaf1 inhib,TIM10 inh,mIAP inh
CN(CC(=O)Nc1ccccc1Cl)C(=O)COC(=O)c1cc([N+](=O)[O-])ccc1N1CCOCC1,-1,5,6
CCC(=O)N(C)C(c1ccccc1Cl)c1nnnn1-c1c(C)cccc1C (centres undefined),5,35,7
CNC(=O)c1sc(N2N=C3/C(=C/c4ccccc4)CCCC3C2c2ccccc2)nc1C (centres undefined),16,35,-27
CCOCCCNC(=O)c1c(N)n(-c2ccc3c(c2)OCO3)c2nc3ccccc3nc12,0,10,2
C=C[C@@H]1c2c(F)cccc2N(S(=O)(=O)c2ccc(C)cc2)[C@H](c2ccc(C(=O)OC)cc2)C1(C#N)C#N,-2,8,14

More compounds:
SMILES	hIAP block	hIAP activ	Apaf1 inhib	TIM10 inh	mIAP inh	mIAP activ	NLRP3 yeast inh	ATG4B inh	tim10-1 inh
Cc1ccc(CNC(=O)CSc2c3c(nc4ccc(Cl)cc24)CCCC3)o1	7	0.93	11	21	4	0.96	1	0	21
N#Cc1c(NC(=O)CSc2nc3ccccc3s2)sc2c1CCCC2	6	0.94	0	4	22	0.78	7	1	15
CC1CCC/C(=C\Nc2ccccc2C(=O)O)C1=O (centres undefined)	-2	1	-3	2	-6	1.1	7	-5	-25
Cc1cccc(C(C(=O)NC2CCCC2)N(Cc2cccnc2)C(=O)c2csnn2)c1 (centres undefined)	-2	1	-5	12	-7	1.1	16	-9	-16
CC(=O)N1CCSc2ccc(S(=O)(=O)NCc3ccccc3)cc21	-5	1	19	12	-13	1.1	26	5	12
N/C(=N\OC(=O)Nc1ccccc1)c1ncc(C(F)(F)F)cc1Cl	-12	1.1	-5	25	-3	1	-1	-9	26
CCOc1ccc(C(=O)N2CCN(c3ccccc3)CC2)cc1	9	0.91	-5	13	2	0.97	20	-1	28
CCOC(=O)N1CCN(CC(O)COc2cc(C)cc(C)c2)CC1 (centres undefined)	1	0.99	1	3	0	1	8	-7	-11
CCCCC(=O)Nc1ccc(C(=O)NNC(=O)c2cccs2)cc1	-1	1	3	-10	2	0.98	-8	4	-14
CCN(CCn1cccn1)C(=O)c1cccc(OC2CCN(S(C)(=O)=O)CC2)c1	4	0.96	3	13	7	0.93	16	6	-8
COc1cc2c(cc1OC)CN(C1CCCN(Cc3cccc(C(C)=O)c3)C1)CC2 (centres undefined)	4	0.96	-10	4	-2	1	10	3	4
O=C(NCCCN1CCOCC1)C(=O)N/N=C/c1ccc(F)cc1	-19	1.2	-19	12	-1	1	-3	0	8
CCN(CC)CC(O)CN1C(=O)NC(C)(C)C1=O (centres undefined)	5	0.95	3	9	4	0.96	5	1	-7
CCOC(=O)CCCNc1ccc([N+](=O)[O-])cc1[N+](=O)[O-]	-1	1	-2	-31	18	0.82	10	-1	11
Cc1cccc(CN2CCOCCS2(=O)=O)c1	7	0.93	-10	13	1	0.99	11	-1	-1
CCOC(=O)Cc1csc(N/C(=N/S(=O)(=O)c2ccc(Cl)cc2)c2ccccc2)n1	-1	1	63*	4	11	0.89	-5	-4	17
Cc1cccc(N(CC(=O)N/N=C/c2ccc(OCC(=O)NCc3ccco3)cc2)S(C)(=O)=O)c1C	13	0.87	-5	3	-7	1.1	21	-18	1
Cc1[nH]c(=O)[nH]c(=O)c1/C=N\NC(=O)CCc1ccc(OC(C)C)cc1	-92	1.9	-7	15	13	0.87	11	·	7
CCC(C)C(=O)Nc1nnc(SCC(=O)NC(C)(C)C)s1 (centres undefined)	0	1	9	-12	2	0.98	-2	-7	-2
Cc1nnsc1NC(=O)OCc1ccc(C(F)(F)F)cc1	3	0.97	9	17	-3	1	13	1	18
COc1cc(/C=C2\SC(=S)N(CCC(=O)NC3CCCC3)C2=O)cc(OC)c1OC	10	0.9	-6	13	14	0.86	13	3	19
COc1ccc(CCNC(=O)COc2cc(C)cc3oc(=O)cc(C)c23)cc1OC	-14	1.1	-7	-5	-6	1.1	2	9	1
CC1(C)CC(=O)C(C(=O)/C=C/NCCc2ccccc2)C(=O)C1	6	0.94	-8	14	1	0.99	16	5	5
CCN1C(=O)C(CC(=O)Nc2ccc(OC)cc2)N(CCN2CCOCC2)C1=S (centres undefined)	11	0.89	1	-13	7	0.93	12	-2	2
COc1ccc(CNC(=O)c2cc3ccccc3o2)cc1OC	11	0.89	5	2	-5	1.1	18	-3	12

Profiles, quoted from the list. Values in the order: hIAP block	hIAP activ	Apaf1 inhib	TIM10 inh	mIAP inh	mIAP activ	NLRP3 yeast inh	ATG4B inh	tim10-1 inh
Shown for CCN(CC)CC(O)CN1C(=O)NC(C)(C)C1=O (centres undefined) : 5	0.95	3	9	4	0.96	5	1	-7
Shown for CCC(C)C(=O)Nc1nnc(SCC(=O)NC(C)(C)C)s1 (centres undefined) : 0	1	9	-12	2	0.98	-2	-7	-2
Shown for CCOC(=O)Cc1csc(N/C(=N/S(=O)(=O)c2ccc(Cl)cc2)c2ccccc2)n1 : -1	1	63*	4	11	0.89	-5	-4	17

3 structures from above, arranged by length of the SMILES, low to high:
SMILES	hIAP block	hIAP activ	Apaf1 inhib	TIM10 inh	mIAP inh	mIAP activ	NLRP3 yeast inh	ATG4B inh	tim10-1 inh
Cc1cccc(CN2CCOCCS2(=O)=O)c1	7	0.93	-10	13	1	0.99	11	-1	-1
Cc1ccc(CNC(=O)CSc2c3c(nc4ccc(Cl)cc24)CCCC3)o1	7	0.93	11	21	4	0.96	1	0	21
COc1cc2c(cc1OC)CN(C1CCCN(Cc3cccc(C(C)=O)c3)C1)CC2 (centres undefined)	4	0.96	-10	4	-2	1	10	3	4

Continuation.
SMILES	hIAP block	hIAP activ	Apaf1 inhib	TIM10 inh	mIAP inh	mIAP activ	NLRP3 yeast inh	ATG4B inh	tim10-1 inh
COc1ccccc1-n1cc(CN2CCN(C3CCCCC3)C(CCO)C2)cn1 (centres undefined)	-6	1.1	-17	-10	-4	1	12	-14	6
CCCCCCNC(=O)CCCCCNS(=O)(=O)c1ccc(Br)cc1	-22	1.2	8	-17	0	1	5	3	-3
COc1ccc(S(=O)(=O)n2ccc(-c3ccc(OCCN(C)c4ccccn4)cc3)n2)cc1	3	0.97	11	17	7	0.93	-6	-15	16
COc1cccc(NC(=O)n2nc(N)cc2-c2ccc(Cl)cc2)c1	-8	1.1	15	9	-47	1.5	-5	-1	-1
CNC(=S)N1CCc2cc(OC)c(OC)cc2C1	5	0.95	-1	-15	-12	1.1	1	0	-12
Cn1ccsc1=NC(=O)c1ccccc1F	2	0.98	-15	19	-1	1	27	-1	-9
Clc1cc2c(cc1/C=N/Nc1nc(N3CCOCC3)nc(N3CCOCC3)n1)OCO2	-10	1.1	6	14	1	0.99	9	-7	8
COC(=O)CSc1nnc(Cc2cc(=O)[nH]c(=O)[nH]2)n1-c1cccc(OC)c1	8	0.92	-9	-6	1	0.99	6	-11	9

This is a random part of the collection; 4.5% or so of the library scored in one or more.
